Screens deposited in PubChem BioAssay by Emory University Molecular Libraries Screening Center.
14-3-3 PPI = modulators of 14-3-3 gamma protein binding, primary screen, biochemical, fluorescence polarization. 14-3-3 protein gamma (Homo sapiens), P61981. FP, 14-3-3gamma / TMR-pS259-Raf peptide binding. inhibition, % at 40 µM. 160,000 compounds, 0.19% hits; in the data active = inhibition above about 30%;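 also: 0% = protein plus tracer without compound and 100% = blank with tracer alone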
Target sequence (P61981 whole entry, looked up): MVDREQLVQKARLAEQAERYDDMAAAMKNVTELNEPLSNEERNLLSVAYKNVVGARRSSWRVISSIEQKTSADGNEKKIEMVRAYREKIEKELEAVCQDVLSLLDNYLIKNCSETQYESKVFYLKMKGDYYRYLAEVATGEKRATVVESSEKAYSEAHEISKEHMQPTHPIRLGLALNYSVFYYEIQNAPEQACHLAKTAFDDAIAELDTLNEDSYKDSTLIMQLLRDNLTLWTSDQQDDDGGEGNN
The depositor's hits bear a star; & = joins results of further samples. Not all compounds are listed (hit frequency here may not be typical).

How did CN1CN=C(NS(=O)(=O)c2ccc([N+](=O)[O-])cc2)NC1 do in these assays?
14-3-3 PPI: 0.8

What do the screens show for `O=C(CN1CCN(CC(=O)Nc2ccccc2C(F)(F)F)CC1)Nc1ccccc1F`?
14-3-3 PPI: -8.3

What do the screens show for `O=C1c2ccccc2C(=O)N1CCOc1ccccc1P(=O)(c1ccccc1)c1ccccc1`?
14-3-3 PPI: 8.8

How did COc1cc(C(=O)N2CCN(C(=O)c3ccccc3)CC2)cc(OC)c1OC do in these assays?
14-3-3 PPI: -0.3&-1.3

Results for CCOC(=O)N1CCN(C(=O)C2CCN(S(=O)(=O)CC)CC2)CC1 ?
14-3-3 PPI: -6.2

Results for COc1ccc2nc(C)c(C(=O)OCCN(C)C)cc2c1 ?
14-3-3 PPI: -1.1

What do the screens show for `CC1(C)Cc2ccccc2C(N2CCOCC2)=N1`?
14-3-3 PPI: -1.3

Results for c1cncc(-c2nnc3sc(C4CCCCC4)nn23)c1 ?
14-3-3 PPI: 0.6

How did COc1cc(C(=O)Nc2cc(-c3nc4cc(C)ccc4o3)ccc2C)cc(OC)c1OC do in these assays?
14-3-3 PPI: -12.0

What do the screens show for `Cc1ccc2ccc(S(=O)(=O)n3cnc4cc([N+](=O)[O-])ccc43)cc2c1`?
14-3-3 PPI: 1.4

How did CCOc1ccc(OCCSc2nc(C)cc(=O)[nH]2)cc1 do in these assays?
14-3-3 PPI: 5.5

Results for CCOc1ccccc1N(CC(=O)Nc1ccc2c(c1)OCCO2)S(C)(=O)=O ?
14-3-3 PPI: 4.0

Results for CCCCn1c(SCC(=O)N2CC(C)CC(C)C2)nc2cc(S(N)(=O)=O)ccc21 (stereo not drawn) ?
14-3-3 PPI: -3.7

What do the screens show for `O=C(O)c1[nH]c2ccccc2c1CC(=O)N1CCCCC1`?
14-3-3 PPI: -1.7

Results for COc1cccc2sc(=NC(=O)c3ccccc3)n(C)c12 ?
14-3-3 PPI: -0.1

What do the screens show for `O=S(=O)(NCc1ccc2c(c1)OCO2)c1cccc2nsnc12`?
14-3-3 PPI: -7.2&-0.2

Results for CN1CCN(C(=O)c2c(O)c3cccc4c3n(c2=O)CCC4)CC1 ?
14-3-3 PPI: -7.5

What do the screens show for `Cc1c(C(=O)N2CCCCC2C)sc2ncnc(N3CCN(c4ccccc4)CC3)c12` (stereo not drawn)?
14-3-3 PPI: 4.9

How did COc1ccc(NC(=O)CSc2nc3[nH]ncc3c(=O)n2-c2cccc(C)c2)c(OC)c1 do in these assays?
14-3-3 PPI: -11.8

Results for C#CC(O)(c1ccc(OC)c(OC)c1)c1ccc(OC)cc1OC (stereo not drawn) ?
14-3-3 PPI: 3.8

How did CC(C)CC(C(=O)NCC1CCCO1)N1C(=O)c2ccccc2C1=O (stereo not drawn) do in these assays?
14-3-3 PPI: 0.0

How did CCOC(=O)C1=C(C)Nc2ncnn2C1c1ccc(N(C)C)cc1 (stereo not drawn) do in these assays?
14-3-3 PPI: -4.2

How did COc1cccc(-c2cc(C(N)=O)on2)c1 do in these assays?
14-3-3 PPI: 9.8

Results for COc1ccc(N2C(=O)NC3CC2(C)Oc2ccc(Cl)cc23)cc1 (stereo not drawn) ?
14-3-3 PPI: 1.5

What do the screens show for `CCCCOc1ccc(C(=O)Nc2cccc3c2C(=O)c2ccccc2C3=O)cc1`?
14-3-3 PPI: -3.2

How did CCC(C)OC(=O)C1=C(C)NC2=C(C(=O)C(C(=O)OC)C(C)C2)C1c1ccc(Cl)c([N+](=O)[O-])c1 (stereo not drawn) do in these assays?
14-3-3 PPI: -7.1

How did Cc1ccc(CN2C(=O)CCC2C(=O)NCCCN2CCCC(C)C2)cc1 (stereo not drawn) do in these assays?
14-3-3 PPI: 0.1&-2.5

Results for CC1(C)CC(=O)C(C2C3=C(CC(C)(C)CC3=O)OC3=C2C(=O)CC(C)(C)C3)=C(O)C1 ?
14-3-3 PPI: -6.1

How did CC1CCN(C(=O)CSc2nc3c([nH]c4ccccc43)c(=O)n2-c2cccc(Cl)c2)CC1 do in these assays?
14-3-3 PPI: 3.3

What do the screens show for `O=C(Nc1ccc(-c2nc3cc(NC(=O)c4ccc([N+](=O)[O-])cc4Cl)ccc3o2)cc1)c1ccc([N+](=O)[O-])cc1Cl`?
14-3-3 PPI: -16.2

Results for N#CCCN1CCN(S(=O)(=O)c2ccc(S(=O)(=O)NC3CC3)cc2)CC1 ?
14-3-3 PPI: -7.0

How did Cc1onc(-c2ccccc2)c1C(=O)N1CCN(c2ccc([N+](=O)[O-])cc2)CC1 do in these assays?
14-3-3 PPI: 0.1

Results for O=C(NC(c1ccccc1)c1ccccc1)c1cc2c(=O)n3ccccc3nc2s1 ?
14-3-3 PPI: -9.7

How did O=C(CSc1nc2c(c(=O)n1-c1ccc(Br)cc1)SCC2)Nc1ccc(F)cc1 do in these assays?
14-3-3 PPI: -14.0

What do the screens show for `COC(=O)c1ccc(NC(=O)C2CCCN(S(=O)(=O)c3cnc[nH]3)C2)cc1` (stereo not drawn)?
14-3-3 PPI: 0.7

Results for O=C(CCn1c(=S)[nH]c2ccccc2c1=O)N1CCN(c2ccccn2)CC1 ?
14-3-3 PPI: -2.7

How did COc1cccc(OC)c1C(=O)N1CCN=C1SCc1cccnc1 do in these assays?
14-3-3 PPI: -2.4

What do the screens show for `CCOC(=O)c1cccc(Nc2nc(C)cc(C)n2)c1`?
14-3-3 PPI: 5.0

How did COc1ccccc1C1C(C(=O)Nc2cc(C)ccn2)=C(C)NC2=C1C(=O)CC(C)(C)C2 (stereo not drawn) do in these assays?
14-3-3 PPI: 7.7

How did CC(=O)c1ccc(N2C(=O)C3C4c5ccccc5C(C)(c5ccccc54)C3C2=O)cc1 (stereo not drawn) do in these assays?
14-3-3 PPI: -7.1

Molecules above that have a halogen:
What do the screens show for `O=C(CN1CCN(CC(=O)Nc2ccccc2C(F)(F)F)CC1)Nc1ccccc1F`?
14-3-3 PPI: -8.3

Results for COc1ccc(N2C(=O)NC3CC2(C)Oc2ccc(Cl)cc23)cc1 (stereo not drawn) ?
14-3-3 PPI: 1.5

How did CCC(C)OC(=O)C1=C(C)NC2=C(C(=O)C(C(=O)OC)C(C)C2)C1c1ccc(Cl)c([N+](=O)[O-])c1 (stereo not drawn) do in these assays?
14-3-3 PPI: -7.1

How did CC1CCN(C(=O)CSc2nc3c([nH]c4ccccc43)c(=O)n2-c2cccc(Cl)c2)CC1 do in these assays?
14-3-3 PPI: 3.3

What do the screens show for `O=C(Nc1ccc(-c2nc3cc(NC(=O)c4ccc([N+](=O)[O-])cc4Cl)ccc3o2)cc1)c1ccc([N+](=O)[O-])cc1Cl`?
14-3-3 PPI: -16.2

How did O=C(CSc1nc2c(c(=O)n1-c1ccc(Br)cc1)SCC2)Nc1ccc(F)cc1 do in these assays?
14-3-3 PPI: -14.0

Continued.
What do the screens show for `COc1cccc(-c2nc3sc4c(c3c(=O)n2CC(=O)N2CCN(c3ccc(F)cc3)CC2)CCCC4)c1`?
14-3-3 PPI: 4.0

How did O=C(O)c1ccc(Oc2ccc(C(=O)c3ccc4c(c3)C(=O)N(c3ccc([N+](=O)[O-])cc3)C4=O)cc2)cc1 do in these assays?
14-3-3 PPI: 4.5

How did O=C(CCC1N=C2c3ccccc3N=C(SCc3ccccc3F)N2C1=O)NC1CCCCC1 (stereo not drawn) do in these assays?
14-3-3 PPI: -4.5

How did CCN(CC)C(=O)CSc1nc2ccc([N+](=O)[O-])cc2s1 do in these assays?
14-3-3 PPI: -5.4

How did CCC(Sc1ncccc1C(=O)O)C(=O)N1CCOCC1 (stereo not drawn) do in these assays?
14-3-3 PPI: -3.0

Results for COc1ccc(Cl)cc1S(=O)(=O)N1CCN(C(=O)COc2ccccc2)CC1 ?
14-3-3 PPI: 3.6&-7.0

Results for O=C(O)Cc1ccccc1C(=O)O ?
14-3-3 PPI: -7.1&-12.1

How did CC(=O)Oc1ccc2c(=O)c(Oc3ccc(Br)cc3)coc2c1 do in these assays?
14-3-3 PPI: -6.7

How did COc1cccc(C(=O)Nc2cc(OC)c(Cl)cc2OC)c1 do in these assays?
14-3-3 PPI: -3.3

How did NS(=O)(=O)c1ccc(NC(=O)CN2C(=O)c3cccc4cccc(c34)C2=O)cc1 do in these assays?
14-3-3 PPI: 4.0

How did CCC(C)NC(=O)CSc1nc2ccccc2c2nc3ccccc3n12 (stereo not drawn) do in these assays?
14-3-3 PPI: -9.6

How did CCCn1c(SCC(=O)Nc2ccccc2CC)nnc1C(C)C do in these assays?
14-3-3 PPI: -14.0

How did CCOC(=O)C1CCCN(c2ccc(NC(=O)c3snc4c(=O)[nH]cnc34)cc2)C1 (stereo not drawn) do in these assays?
14-3-3 PPI: -17.6

Results for CN(C1CCCCC1)S(=O)(=O)c1ccc(C(=O)Nc2ccccc2-c2nc3ccccc3s2)cc1 ?
14-3-3 PPI: -10.5

How did CCCCSc1nnc([C@H](CC(C)C)NC(=O)OC(C)(C)C)o1 do in these assays?
14-3-3 PPI: -1.0

How did COc1nnc(-c2ccc(C(=O)N3C[C@@H]4C[C@H](C3)c3cccc(=O)n3C4)cc2)c2ccccc12 do in these assays?
14-3-3 PPI: -5.0

Results for CCN(CC)S(=O)(=O)c1ccc(NC(=O)COc2ccc(Cl)cc2)cc1 ?
14-3-3 PPI: -63.7

Results for CC(=O)C12c3ccccc3C(c3ccccc31)C1C(=O)N(c3ccc(Cl)cc3[N+](=O)[O-])C(=O)C12 (stereo not drawn) ?
14-3-3 PPI: -8.2

How did Cc1ccc(OCC(=O)Nc2ccc(-c3nc4cc(C)ccc4o3)cc2)c(C)c1 do in these assays?
14-3-3 PPI: -144.6

How did O=C(C1CC1)N1CCc2cc(Br)cc(S(=O)(=O)NCCN3CCCCCC3)c21 do in these assays?
14-3-3 PPI: -11.5

What do the screens show for `COc1ccccc1Nc1cc(N2CCOCC2)c2nonc2c1[N+](=O)[O-]`?
14-3-3 PPI: -3.1

How did COCC1=NC(Sc2c(-c3ccccc3)c3ccccc3[nH]c2=O)=NC(=O)C1 do in these assays?
14-3-3 PPI: 3.9

What do the screens show for `Cn1cc(C(=O)NCCCN2CCN(c3ccccc3F)CC2)c2c3ccccc3n(C)c2c1=O`?
14-3-3 PPI: -8.3

Results for Cc1ccc2c(c1)C1CC(C)(O2)N(c2cccc(Cl)c2)C(=S)N1 (stereo not drawn) ?
14-3-3 PPI: -4.5

Results for Cc1cc(C)c(N2C(=O)c3ccc(C(=O)Nc4cccc(I)c4)cc3C2=O)c(C)c1 ?
14-3-3 PPI: 4.2

What do the screens show for `O=C(Nc1ccc(-c2nc3ccccc3o2)c(O)c1)c1ccc(Cl)cc1`?
14-3-3 PPI: -35.3

How did O=C(O)CCN1C(=O)C(=O)c2ccccc21 do in these assays?
14-3-3 PPI: -8.4

Results for CCOC(=O)c1c2n(c3c(NCc4ccccc4)ncnc13)CCCC2 ?
14-3-3 PPI: -1.6

Results for Cc1c(C(=O)Nc2ccc(N(C)C)cc2)sc2nc(-c3ccccc3)cn12 ?
14-3-3 PPI: -3.9

What do the screens show for `COc1ccc(-c2nc(N)n(C(C)=O)n2)cc1`?
14-3-3 PPI: -0.5

Results for Cc1ccc(N2C(=O)[C@@H]3Cc4ccccc4CN3C2=O)cc1 ?
14-3-3 PPI: -2.5

Results for CCCCOc1ccc(-c2[nH]ncc2Oc2ccccc2)c(O)c1 ?
14-3-3 PPI: -12.8

How did Cc1c(C(=O)Nc2ccccc2)sc2ncn(Cc3ccccc3F)c(=O)c12 do in these assays?
14-3-3 PPI: -12.7

What do the screens show for `CCOC(=O)C1=C(N)OC2=C(C(=O)CC(c3ccccc3)C2)C1c1ccc(O)c(OC)c1` (stereo not drawn)?
14-3-3 PPI: 8.5

Results for COc1ccc(OC)c(S(=O)(=O)Nc2cccc(Cl)c2)c1 ?
14-3-3 PPI: -3.3

Results for CCOC(=O)C(NCCCO)c1ccccc1 (stereo not drawn) ?
14-3-3 PPI: -4.3

What do the screens show for `CCOC(=O)C1=C(C)NC(=S)NC1c1ccccc1` (stereo not drawn)?
14-3-3 PPI: -5.8

Results for Cc1ccc2[nH]c3c(c2c1)C(C)(C)NC(C)(C)C3 ?
14-3-3 PPI: 2.7

How did COc1cccc(CN(Cc2ccco2)C(c2ccc(F)cc2)c2nnnn2C(C)(C)C)c1 (stereo not drawn) do in these assays?
14-3-3 PPI: -8.3

What do the screens show for `CCOC(=O)C1CCCN(Cc2c(F)cccc2Cl)C1` (stereo not drawn)?
14-3-3 PPI: -3.6

The final 5 compounds of the section above open the next one:
Results for CCOC(=O)C(NCCCO)c1ccccc1 (stereo not drawn) ?
14-3-3 PPI: -4.3

What do the screens show for `CCOC(=O)C1=C(C)NC(=S)NC1c1ccccc1` (stereo not drawn)?
14-3-3 PPI: -5.8

Results for Cc1ccc2[nH]c3c(c2c1)C(C)(C)NC(C)(C)C3 ?
14-3-3 PPI: 2.7

How did COc1cccc(CN(Cc2ccco2)C(c2ccc(F)cc2)c2nnnn2C(C)(C)C)c1 (stereo not drawn) do in these assays?
14-3-3 PPI: -8.3

What do the screens show for `CCOC(=O)C1CCCN(Cc2c(F)cccc2Cl)C1` (stereo not drawn)?
14-3-3 PPI: -3.6

How did COc1ccc(-c2ccc(=O)n(Cc3ccc([N+](=O)[O-])cc3)n2)cc1 do in these assays?
14-3-3 PPI: -2.8

Results for CCOC(=O)c1c(C)oc2cc(Br)c(OCc3ccccc3C)cc12 ?
14-3-3 PPI: -2.3

How did CCC(CC)C(=O)Nc1c(-c2ccc(F)cc2)nc2cc(C)ccn12 do in these assays?
14-3-3 PPI: -23.5

How did Cc1ccccc1-c1nnc(SCC(=O)c2ccccc2)o1 do in these assays?
14-3-3 PPI: 5.0

Results for O=C(Cn1nnc(-c2ccc(Cl)cc2)n1)NCC1CCCCC1 ?
14-3-3 PPI: 3.7

Results for CCOC(=O)C(CC)n1nc(C)n2c(cc3sccc32)c1=O (stereo not drawn) ?
14-3-3 PPI: 4.2

What do the screens show for `CCc1ccccc1NC(=O)CC1Sc2ccccc2NC1=O` (stereo not drawn)?
14-3-3 PPI: -1.0

Results for O=C(c1cccc(F)c1)N1CCN(S(=O)(=O)c2ccc([N+](=O)[O-])cc2)CC1 ?
14-3-3 PPI: 5.7

What do the screens show for `COc1ccccc1C1Nc2ccccc2NC2=C1C(=O)CCC2` (stereo not drawn)?
14-3-3 PPI: -5.7

How did c1coc(C2=Nc3cccc4cccc(c34)N2)c1 do in these assays?
14-3-3 PPI: -13.3

How did CC(=O)NC(CCS(C)(=O)=O)C(=O)Nc1cccc(C)c1 (stereo not drawn) do in these assays?
14-3-3 PPI: -0.1
